# esBAF inh: SWI/SNF esBAF complex inhibition. reporter increase, % at 12.5 µM. 350,000 compounds, 2% hits. mouse ES cells, Bmi1-luciferase knock-in reporter, 24 h; 100% = twice the neutral-well signal; in the data active means activation above about 40%;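 further: 0% = median of the plate's neutral control wells and 100% = double that signal; a rise in the Bmi1 reporter signal indicates esBAF inhibition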
# INS-1E GSIS act: GLuc luminescence reporter in INS-1E cells, primary screen for activators of glucose-dependent secretion of insulin | INS-1E GLuc reporter insulin secretion, 2-3 h | activation, % at 16.6 µM | 370,000 compounds, 0.61% hits | AID 743287;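 active means lowest replicate activation of at least 40%, so every replicate reaches that level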;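 further: 0% = median of neutral control wells and 100% = median of IBMX positive control wells; some compounds called inactive have numbers as strong as hits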
# RAD52 anneal inh: RAD52 (human) annealing inhibition; P43351; recombinant RAD52 DNA annealing, FRET fluorescence; inhibition, % at 18.7 µM; 360,000 compounds, 0.46% hits; AID 651710;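 active means every replicate showing at least 50% inhibition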
# RAD54 branch: inhibitors of human RAD54 branch migration. inhibition, % at 10.4 µM. Q92698. 360,000 compounds, 0.14% hits. RAD54 Holliday junction branch migration, FAM/BHQ fluorescence. AID 602329;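 active means mean normalized replicate activity at least 40 and at least half of replicates scoring 40 or more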;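 further: 0% = median of neutral control wells and 100% = median of positive control wells; inhibitors cause a drop in the FAM fluorescence signal; in these data hits start at about 50%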
# ERAP1 HTS inh: inhibitors of human ERAP1 aminopeptidase | AID 652197 | Q9NZ08 | 340,000 compounds, 0.15% hits | recombinant ERAP1, Leu-AMC fluorescence, 60 min | inhibition, % at 10.7 µM;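 active means mean replicate inhibition of at least 30%, or all replicates individually reaching that 30% level; inactive means mean below 30% and not every replicate reaching it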;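 further: 0% = neutral control wells and 100% = L-leucinethiol positive control wells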
# Target sequence (Q9NZ08 whole entry, looked up): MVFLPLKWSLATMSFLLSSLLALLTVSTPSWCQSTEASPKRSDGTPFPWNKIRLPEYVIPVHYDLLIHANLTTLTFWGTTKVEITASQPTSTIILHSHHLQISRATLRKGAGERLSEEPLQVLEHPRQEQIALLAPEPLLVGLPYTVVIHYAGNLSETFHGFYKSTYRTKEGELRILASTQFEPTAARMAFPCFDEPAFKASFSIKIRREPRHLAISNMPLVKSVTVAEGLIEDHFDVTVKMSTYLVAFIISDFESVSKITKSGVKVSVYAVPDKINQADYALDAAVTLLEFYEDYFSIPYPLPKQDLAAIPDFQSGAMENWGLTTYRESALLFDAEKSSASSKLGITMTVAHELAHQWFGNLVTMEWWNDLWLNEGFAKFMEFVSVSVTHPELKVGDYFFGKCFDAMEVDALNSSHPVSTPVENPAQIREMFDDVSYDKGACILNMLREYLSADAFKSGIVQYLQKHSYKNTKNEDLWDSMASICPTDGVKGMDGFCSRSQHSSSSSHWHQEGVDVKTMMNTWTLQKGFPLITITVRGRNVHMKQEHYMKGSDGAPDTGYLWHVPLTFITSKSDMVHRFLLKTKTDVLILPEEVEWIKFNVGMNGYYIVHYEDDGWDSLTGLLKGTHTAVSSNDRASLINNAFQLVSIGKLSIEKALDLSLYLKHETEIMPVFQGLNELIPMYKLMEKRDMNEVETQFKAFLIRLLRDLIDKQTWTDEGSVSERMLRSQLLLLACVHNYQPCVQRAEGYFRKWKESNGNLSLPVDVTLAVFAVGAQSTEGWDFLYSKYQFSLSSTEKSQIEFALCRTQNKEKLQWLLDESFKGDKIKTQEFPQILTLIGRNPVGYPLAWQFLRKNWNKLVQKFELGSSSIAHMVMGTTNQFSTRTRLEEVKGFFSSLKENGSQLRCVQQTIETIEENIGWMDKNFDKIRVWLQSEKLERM
# F508del corr: correctors of CFTR F508del function in bronchial epithelial cells. CFBE cells, YFP halide quenching; stimulated with forskolin plus potentiator P3; % fluorescence drop versus neutral controls. activity (quench increase), % at 7.58 µM. 350,000 compounds, 0.36% hits;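 active means mean added fluorescence quench of at least 8% versus neutral control, with both replicates also reaching 8%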;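 further: cells transiently co-express mutant CFTR-F508del with the halide-sensitive YFP; corrector assay measuring rescue of mutant channel to the surface after 24 h compound exposure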
# ARNT TACC3 PPI: disrupts binding between human ARNT and TACC3; AlphaScreen His-ARNT PAS-B/GST-TACC3 binding, luminescence; TACC3 fragment carries E629A point mutation; inhibition, % at 9.99 µM; 390,000 compounds, 0.66% hits;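 active means mean inhibition of replicates at least 50% and at least half of replicates each reaching 50%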;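 further: 0% = complete ARNT plus TACC3 wells and 100% = ARNT alone without TACC3; many hits fall short of the cut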
# Xi reactivation: X-chromosome reactivation activator | 360,000 compounds, 0.055% hits | XiGFP mouse fibroblasts, % GFP-positive cells imaging, 3 d; cells co-treated with 5-aza-dC sensitizer; scaled so ellipticine positive control = 100% | AID 743238 | activation, % at 7.58 µM;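 active means mean normalized replicate activation at least 10% and every replicate at or above 10%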;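 further: 0% = median of on-plate neutral control wells and 100% = ellipticine 6 µM median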
#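 Material: SV40-immortalized XiGFP fibroblast cells, line 68-5-11 | Buffer or medium: DMEM containing 5-aza-dC | Dosing: One concentration, pinned | Times: 3 d treatment, 15 min room-temperature fixation | Controls: Ellipticine 6 µM positive control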
# Active calls of the source: *; · = no result given; & = joins results of further samples.
smiles,esBAF inh,INS-1E GSIS act,RAD52 anneal inh,RAD54 branch,ERAP1 HTS inh,F508del corr,ARNT TACC3 PPI,Xi reactivation
COCC(=O)N1[C@H](CN(C)C(=O)c2ccccc2)[C@@H](c2ccccc2)[C@@H]1CO,-5,7,·,1,·,-0.1,-9,0.1
Cc1cccc(NC(=O)COC(=O)CC2CCCC2)c1C,·,21,-10,6,-1,2.5,-2,-0.1
O=C(NCC1CCCN(C(=O)c2cscn2)C1)c1ccccc1Cl (stereo not given),·,-7,-14,·,-1,0.0,-1,0.5
O=C(CN1C(=O)C(=O)N(C2CCCC2)C1=O)Nc1ccc(OC(F)F)cc1,-3,-9,-20,3,-7,2.6,-3,0.0
CCOC(=O)Cn1c(S(=O)(=O)Cc2ccccc2Cl)nc(-c2ccccc2)c1-c1ccccc1,-10,8,-13,10,3,0.8,-5,·
CO[C@H]1CN(C)C(=O)c2ccc(NC(C)=O)cc2OC[C@@H](C)N(Cc2cc(F)ccc2F)C[C@@H]1C,0,-22,4,-1,-1,0.6,-3,-0.2
CO[C@@H]1CN(C)C(=O)c2cc(NC(C)=O)ccc2OC[C@H](C)N(Cc2ccc(F)cc2)C[C@H]1C,-2,-22,4,-5,1,0.4,-4,-0.3
Cc1cc(C(=O)Nc2cccc3c2O[C@@H](CN(C)Cc2ccc(C(=O)O)cc2)[C@@H](C)CN([C@H](C)CO)C3=O)n(C)n1,-8,8,12,0,-1,-0.2,-3,-1.2
CCc1nc2ccc(C(=O)Nc3ccc4c(c3)OCC(=O)N4)cn2c1N(C)C(=O)Cc1ccccc1,-5,·,-13,-10,1,-1.1,·,0.0
Cc1ccc(S(=O)(=O)N[C@@H]2C=C[C@@H](CC(=O)NCc3ccc(Cl)c(Cl)c3)O[C@H]2CO)cc1,8,-2,-6,-6,0,0.8,·,0.8
C[C@H]1CN([C@@H](C)CO)C(=O)c2cc(NS(=O)(=O)c3ccccc3)ccc2O[C@H]1CN(C)Cc1ccc2c(c1)OCO2,-3,-11,-12,1,0,1.2,·,0.1
CC1=CC(=NNS(=O)(=O)c2ccc([N+](=O)[O-])cc2)CC(C)(C)C1,-3,5,-7,-4,2,1.3,27,0.7
Nc1nc(Nc2cccc(F)c2)nc(NCc2ccco2)c1[N+](=O)[O-],·,5,-19,29,-8,0.0,-7,0.0
CN1CCN(C(CNC(=O)C(=O)NC2CCCCC2)c2ccc(F)cc2)CC1 (stereo not given),-5,7,-7,7,4,-1.0,3,0.0
CCCOC(=O)CSc1nc(N2CCOCC2)c2c(c1C#N)CC(C)(C)OC2,-7,-28,-16,3,2,0.1,-2,0.2

# The final 2 entries of the part above open the next one:
smiles,esBAF inh,INS-1E GSIS act,RAD52 anneal inh,RAD54 branch,ERAP1 HTS inh,F508del corr,ARNT TACC3 PPI,Xi reactivation
CN1CCN(C(CNC(=O)C(=O)NC2CCCCC2)c2ccc(F)cc2)CC1 (stereo not given),-5,7,-7,7,4,-1.0,3,0.0
CCCOC(=O)CSc1nc(N2CCOCC2)c2c(c1C#N)CC(C)(C)OC2,-7,-28,-16,3,2,0.1,-2,0.2
CCc1cc(C(=O)NNC(=O)CCl)sc1C,-7,-11,-3,-5,7,-1.2,-3,0.5
O=C(COC(=O)c1cccs1)Nc1ccccc1[N+](=O)[O-],-7,10,4,1,3,1.0,3,0.3
O=C(Nc1cccc(O)c1)C1CC(c2cccc(Br)c2)=NO1 (stereo not given),-2,-11,-5,-4,-2,0.8,-1,0.0
CCC/C=N/NC(=O)c1cc(-c2ccccc2)nc2ccccc12,2,-1,·,·,·,·,-3,0.6
COc1cc(C(=O)N/N=C/c2ccc(OC(=O)c3cccc(C)c3)c(OC)c2)ccc1O,-4,-11,-12,3,-1,-2.3,10,0.2
CCCCCCCCn1cnc2c(N)c(C)c(C)cc21,-13,26,-11,-5,-4,-0.7,4,·
COCCN(C(=O)CSc1nnc(-c2ccc(Cl)cc2)o1)c1c(N)n(CC(C)C)c(=O)[nH]c1=O,-2,5,7,4,2,2.1,-4,-0.1
C=CCn1c(SCC(=O)NC(=O)NC)nnc1C1CCCCC1,·,8,-5,·,-3,0.6,2,0.0
O=C(N/C(=C/c1ccco1)C(=O)N1CCCCCC1)c1ccccc1,1,5,-27,-12,4,-1.1,4,0.3
Cc1cccc(N2CCN(C(=O)CCCSc3nc4ccccc4[nH]3)CC2)c1C,-1,-23,·,-3,·,·,-10,·
CC(=O)C(C(C)=O)C1(O)C(=O)c2ccccc2C1=O,2,-27,10,-5,-1,-0.3,·,-0.1
COc1ccccc1CNC(=O)C[C@H]1CC[C@H]2[C@@H](COC[C@H](O)CN2C(=O)Nc2ccc(F)cc2)O1,8,-3,2,3,-1,-0.3,3,0.2
COc1ccc(C(=O)N2CCC(O)(c3ccc(Cl)cc3)CC2)cc1OC,·,31,-23,·,2,1.6,-2,-0.1
CCOC(=O)C1=CN(Cc2cccc(F)c2)S(=O)(=O)N(C)C1CCc1ccccc1 (stereo not given),2,-4,-10,13,7,-1.0,-1,0.5
Cc1cccc(NC(=O)CNC(=O)[C@H]2O[C@@H](n3ccc(=O)[nH]c3=O)[C@H](O)[C@@H]2O)c1C,7,·,4,2,4,-2.6,·,-0.1

# (list continues)
smiles,esBAF inh,INS-1E GSIS act,RAD52 anneal inh,RAD54 branch,ERAP1 HTS inh,F508del corr,ARNT TACC3 PPI,Xi reactivation
CS(=O)(=O)Nc1cccc(NC(=O)c2ccc(-c3ccc(F)c(F)c3)c3ccoc23)c1,6,2,-14,-4,2,-1.1,·,0.2
Cc1cccc(-n2c(=S)[nH]c3sc4c(c3c2=O)CCc2ccccc2-4)c1,·,-1,-5,·,-1,0.1,-12,0.1
COc1cccc(/C=C2\SC(=S)N(CCCC(=O)NC3=NCCS3)C2=O)c1,-27,4,-110,9,0,0.3,4,0.3
CC(=O)Nc1ccc(NC(=O)CSc2nc3c([nH]c4ccccc43)c(=O)n2-c2ccccc2F)cc1,-3,-14,3,0,-1,-1.8,0,-0.1
C[C@H]1CN([C@@H](C)CO)C(=O)c2cccc(NS(=O)(=O)c3ccc(F)cc3)c2O[C@H]1CN(C)Cc1ccc(Cl)c(Cl)c1,-2&-13,-17,-3,-4&0,-3&1,1.1&1.9,0&11,0.2&0.0
Cc1ccc(C(=O)N2CCCC(Nc3cccc(F)c3)C2)cc1N1CCNC1=O (stereo not given),-3,8,-2,0,3,0.1,-8,0.0
CCS(=O)(=O)N[C@@H]1C=C[C@H](CC(=O)Nc2ccc(-c3ccccc3)cc2)O[C@@H]1CO,6,-5,-20,-3,2,0.9,1,0.4
O=C(NNC(=O)c1ccccc1F)c1cccs1,28,-1,-14,0,0,-0.3,-5,0.1
Cn1cnc(S(=O)(=O)N2C[C@H](O)COC[C@H]3O[C@@H](CC(=O)NC4CCC4)CC[C@@H]32)c1,0,8,-1,9,1,2.2,-5,0.4
COc1ccc(NS(=O)(=O)c2ccc(C(=O)N3CCN(Cc4ccccc4)CC3)cc2)cc1,·,-29,-12,·,0,-3.4,9,-1.1
CNC(=O)COC(=O)/C=C/c1cn(-c2ccccc2)nc1-c1ccc2c(c1)OCCO2,·,8,2,·,-2,0.4,2,0.0
CCN=C1SC(CC(=O)NC2CCCCC2)C(=O)N1CC (stereo not given),0,16,-11,5,2,·,-5,·
O=C(CN(c1ccc(F)cc1)S(=O)(=O)c1ccccc1)Nc1ccccc1C(=O)O,-4,16,9,·,-5,-1.8,-6,0.0
OC(Cc1cccc(Br)c1)c1ncc(-c2ccccc2C(F)(F)F)[nH]1 (stereo not given),-3,·,-10,-2,-1,-1.3,·,0.1
CCOc1ccc(S(=O)(=O)NCCC(=O)N2CC=C(c3ccccc3)CC2)cc1,4,3,-6,3,-1,1.4,7,0.1

# (listing goes on)
smiles,esBAF inh,INS-1E GSIS act,RAD52 anneal inh,RAD54 branch,ERAP1 HTS inh,F508del corr,ARNT TACC3 PPI,Xi reactivation
CCCCCCOC(=O)CC1CC(C(C)=O)C1(C)C (stereo not given),2,·,-13,-1,-4,-0.6,-4,0.0
CC(=O)Nc1ccc(Nc2nc(-c3sc(NC(C)=O)nc3C)cs2)cc1,0,-14,-9,2,0,-3.0,6,0.4
S=C1NCN(Cc2cccnc2)CN1Cc1ccccc1,-4,7,-11,·,1,-0.8,3,0.0
O=C(NCCCO)c1cc([N+](=O)[O-])cc2c1C=Cc1ccccc1O2,-8,-1,-17,3,9,0.9,·,0.0
COCCNS(=O)(=O)c1cc(C)c(C)cc1C,·,·,-9,·,-3,·,2,0.5
COc1ccc(NC(=O)CCCn2c(=O)oc3ccccc32)cc1Cl,·,-2,-8,·,-3,·,7,0.2
CC(C)(C)[C@H]1COC(=O)[C@@H](NC(=O)OCC2c3ccccc3-c3ccccc32)C/C=C\C[C@@H](CC(=O)N[C@@H](CO)Cc2ccccc2)C(=O)N1,-13,-5,-12,-6,4,-1.9,-9,0.1
Cc1ccc(OCC(=O)N2CCN(C3=NS(=O)(=O)c4ccccc43)CC2)cc1,0,-7,·,-8,·,·,0,·
O=C(/C(=C(\O)c1ccccc1)c1nc2ccccc2[nH]1)c1ccccc1,-1,4,5,6,·,-0.6,0,-0.1
CN(C)C(=O)c1cc2c(c(-c3cccc(-c4ccccc4)c3)n1)[C@@H](CCO)N([S@](=O)C(C)(C)C)C2,·,-7,-10,·,0,-1.3,·,0.1
CCCNS(=O)(=O)c1ccc(OCC(=O)NCCC2=CCCCC2)cc1,-4,-2,-8,4,0,-0.1,-19,·
Cc1cccc(CCNC(=O)c2cc(S(=O)(=O)N3CCOCC3)cn2C)c1,-9,·,-4,-3,3,1.2,-2,0.0
Cc1nn(-c2ccccc2)nc1C(=O)Oc1cc(C(F)(F)F)nn1-c1ccccc1,·,15,-19,·,·,-2.6,2,0.1
O=C(NCc1ccc(Cl)c(Cl)c1)C1CCCC1,·,-20,-13,5,-1,0.6,·,0.4
O=c1c2[nH]c3ccc(F)cc3c2nc2n1CCS2,·,-6,-8,·,-9,5.5,4,0.0

# Additional structures:
smiles,esBAF inh,INS-1E GSIS act,RAD52 anneal inh,RAD54 branch,ERAP1 HTS inh,F508del corr,ARNT TACC3 PPI,Xi reactivation
O=C(NC1CCN(Cc2ccccc2)CC1)c1cccc(OC(F)F)c1,8,-2,-51,22,-5,-0.9,-1,0.2
C[C@H]1CN([C@@H](C)CO)C(=O)Cc2cc(N(C)C)ccc2O[C@@H]1CN(C)C(=O)Nc1ccc(F)cc1,0,12,16,5,-3,1.2,-14,-0.5
CC1CC(C)CN(CC(=O)Nc2cc(S(=O)(=O)N3CCOCC3)ccc2N2CCCC2)C1 (stereo not given),7,-11,-4,-8,3,2.5,1,0.0
O=C(CN(Cc1ccccc1)C(=O)c1csnn1)NCCc1ccccc1,5,-24,5,-7,3,-0.2,8,0.1
CC1CC(C)CN(C(=O)COC(=O)COc2ccc(C#N)cc2)C1 (stereo not given),0,4,-7,3,0,-1.3,-10,0.3
Cc1cc(/C=C2/NC(=O)NC2=O)c(C)n1-c1sc2c(c1C#N)CCCC2,11,-15,·,-4,·,·,10,·
COCCN(CC(=O)Nc1cccc(C)c1C)C(=O)c1cc2ccccc2cc1OC,13,-10,-17,5,-8,1.6,14,-0.1
COC(=O)c1ccc(Cn2cnc3c(N)ncnc32)cc1,-9,8,-9,-5,-2,0.4,-1,0.0
O=c1c2ccccc2oc2ccccc12,24,15,-21,4,-1,2.0,·,·
CCCNC(=O)c1cc(C2CCCCN2C(=O)CCc2ccccc2)on1 (stereo not given),2,-2,2,-2,-2,3.8,·,0.0
COc1cc(-c2csc(CCn3nc(C)cc3C)n2)cc(OC)c1OC,·,-9,-9,·,-1,2.2,-4,0.0
